Source: PubChem BioAssay (National Center for Advancing Translational Sciences (NCATS))
BRCA1 expr up: qHTS Assay to Identify Small Molecule Activators of BRCA1 Expression. MCF7-BRCA1-FFLuc reporter, luminescence, 48 h; response scale: scaled: vehicle 0%, 10 µM genistein 100%. Potency, µM (doses to about 46.1 µM), without a hit: at the highest dose activation, hits mostly activators. 1.1% of 380,000 active; note: potency is the fitted concentration of half-maximal effect; nearly all actives have a fitted effect of over 80% in size; some results filed as inactive show a strong effect at the top dose
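MCF7-BRCA1-FFLuc cells, 2000/well in phenol-red-free MEM, attached 2 h then treated 48 h at 37 C. Luciferase luminescence read 15 min after reagent; normalized to genistein maximum activation (10microM) and DMSO, concentration-response fitted.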
VP16 counter: VP16 counterscreen qHTS for inhibitors of ROR gamma transcriptional activity | 3.5% of 310,000 active | Drosophila S2 Gal4-VP16 UAS-luciferase, luminescence, 20 h | AID 2546, 2010 | Potency, µM (top dose mostly 53.6 µM), without a hit: at the highest dose activity, negative = inhibition, most hits filed as inhibitors;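 note: Gal4-VP16 expression switched on by copper sulfate through the metallothionein promoter; potency is the fitted concentration of half-maximal effect; % is set by controls: 0 for no effect and ±100 for the full control effect; nearly all actives have a fitted effect of over 50% in size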
NPC1 prom act: qHTS Assay for NPC1 Promoter Activators. Huh7 NPC1 promoter luciferase reporter, 24 h. Potency, µM (top dose mostly 9.22 µM), for inactives: top-dose activation, most hits filed as activators. 2.4% of 320,000 active;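 note: potency is the fitted concentration of half-maximal effect; % of control where 0% means no effect; nearly all actives have a fitted effect of over 60% in size; reporter is driven by a mutant NPC1 promoter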
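Luciferase expression driven by the NPC1 promoter was measured in stably transfected Huh7 cells after a 24 h compound incubation, using a luciferase reagent and a luminescence read.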
Menin MLL FP TR: qHTS Assay for Inhibitors Targeting the Menin-MLL Interaction in MLL Related Leukemias: Competition With Texas Red Labeled MLL-derived Mutant Peptide. Menin + Texas Red MLL mutant peptide, fluorescence polarization. Potency, µM (titrated, usually from 61.6 µM), inactives show at the top dose FP activity change, negative = inhibition, actives largely listed as inhibitors. 0.23% of 270,000 active. AID 1768, 2009; active = well fitted inhibition curve with a large enough effect in the polarisation, with a control signal flat, not every such curve was filed as active; inconclusive = small, poorly fitted or top-dose-only effect, or effect the other way, or a change in a side signal; inactive = no such curve, though single readings can be large or run the other way; the % refers to the polarisation; note: potency is the fitted concentration of half-maximal effect; % of control where 0% means no effect; many of its hits are not listed in these tables
Target sequence (O00255 whole entry, looked up): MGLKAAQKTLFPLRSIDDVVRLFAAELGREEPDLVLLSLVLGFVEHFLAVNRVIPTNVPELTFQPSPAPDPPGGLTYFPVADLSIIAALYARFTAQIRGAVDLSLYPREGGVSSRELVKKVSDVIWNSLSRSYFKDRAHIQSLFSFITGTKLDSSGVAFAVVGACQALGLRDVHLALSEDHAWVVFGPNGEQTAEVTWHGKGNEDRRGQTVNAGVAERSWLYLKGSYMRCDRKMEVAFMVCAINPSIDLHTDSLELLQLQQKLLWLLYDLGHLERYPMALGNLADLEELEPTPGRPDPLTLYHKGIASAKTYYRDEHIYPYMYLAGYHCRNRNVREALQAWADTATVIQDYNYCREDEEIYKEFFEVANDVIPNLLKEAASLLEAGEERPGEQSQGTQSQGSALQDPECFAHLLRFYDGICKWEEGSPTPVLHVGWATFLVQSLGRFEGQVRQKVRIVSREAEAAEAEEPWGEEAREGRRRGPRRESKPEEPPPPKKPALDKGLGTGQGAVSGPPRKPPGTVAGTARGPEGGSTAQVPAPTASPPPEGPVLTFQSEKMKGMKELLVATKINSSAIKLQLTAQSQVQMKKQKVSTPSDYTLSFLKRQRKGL
p53 reactivator: qHTS assay for re-activators of p53 using a Luc reporter; H1299 p53-A138V BP100-luciferase reporter, luminescence, 24 h; Potency, µM (doses to about 92.2 µM), without a hit: at the highest dose activity change, positive = activation, usual class: activators; 0.063% of 320,000 active; AID 504706, 2011; note: potency is the fitted concentration of half-maximal effect; % of control where 0% means no effect; nearly all actives have a fitted effect of over 45% in size
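H1299 (p53-null), stable ts p53-A138V + BP100-Luc; 1000 cells/well, Opti-MEM/10% FBS; cpd 4 pt, 1:5; 24 h, 37 deg C, 5% CO2; detection reagent 10 min RT; luminescence.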
Giardia killer: Small Molecules that selectively kill Giardia lamblia: qHTS. AID 540267, 2011. 0.15% of 340,000 active. Giardia lamblia trophozoite viability. activity change, % at 7.66 µM, hits read low; in the data active = activity change below about -80%; inconclusive = between about -30% and that limit;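 note: parasites exposed to compound for two days anaerobically before the ATP read; % is set by controls: 0 for no effect and ±100 for the full control effect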
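Trophozoites 100 cells/well + cpd; 48 hrs, 37 deg C, anaerobic. ATPLite 1-Step added, 15-30 min RT, luminescence read (ATP-based viability).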
RORgamma inh: qHTS for inhibitors of ROR gamma transcriptional activity; Nuclear receptor ROR-gamma (Mus musculus), P51450; Drosophila S2 Gal4-RORgamma UAS-luciferase reporter, 20 h; Potency, µM (highest dose often 53.6 µM), for the others: at the highest dose activity change, negative = inhibition, actives largely listed as inhibitors; 5.4% of 310,000 active; AID 2551, 2010; note: potency is the fitted concentration of half-maximal effect; % is set by controls: 0 for no effect and ±100 for the full control effect; nearly all actives have a fitted effect of over 60% in size
Target sequence (P51450 whole entry, looked up, the tested form may be a part): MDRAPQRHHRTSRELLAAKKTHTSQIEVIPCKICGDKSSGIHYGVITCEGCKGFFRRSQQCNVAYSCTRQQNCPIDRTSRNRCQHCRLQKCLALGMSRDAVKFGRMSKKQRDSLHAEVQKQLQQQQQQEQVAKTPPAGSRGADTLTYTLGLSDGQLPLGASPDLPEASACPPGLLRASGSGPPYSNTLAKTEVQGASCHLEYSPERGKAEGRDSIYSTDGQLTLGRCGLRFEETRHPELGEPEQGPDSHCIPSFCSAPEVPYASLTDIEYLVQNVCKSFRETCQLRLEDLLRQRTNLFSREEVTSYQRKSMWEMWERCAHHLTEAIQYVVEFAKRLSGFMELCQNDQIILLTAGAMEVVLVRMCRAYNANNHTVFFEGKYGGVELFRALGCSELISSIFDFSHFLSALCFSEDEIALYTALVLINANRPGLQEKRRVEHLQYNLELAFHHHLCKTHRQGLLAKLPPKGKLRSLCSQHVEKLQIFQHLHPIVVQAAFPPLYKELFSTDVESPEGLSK
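Read-out: Photinus luciferase luminescence; inhibitors lower reporter signal. Insect Schneider cells with Gal4-ROR gamma fusion under metallothionein promoter, UAS reporter; 700 uM final copper sulfate induction, 20 hr, ambient temperature.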
PKM2 activator: qHTS Assay for Activators of Human Muscle isoform 2 Pyruvate Kinase; Pyruvate kinase PKM (Homo sapiens), P14618; purified PKM2, Kinase-Glo ATP luminescence, activation; response scale: 0% is enzyme alone, no compound; Potency, µM (titrated, usually from 57.5 µM), for the others: at the highest dose activation, hits mostly activators; 0.34% of 260,000 active; note: potency is the fitted concentration of half-maximal effect; % is set by controls: 0 for no effect and ±100 for the full control effect; nearly all actives have a fitted effect of over 55% in size
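ATP formation by purified human PK-M2, quantified via coupled luciferase luminescence after 1 h at room temperature with 0.1 mM ADP and 0.5 mM PEP final.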
Rab9 prom act: qHTS Assay for Rab9 Promoter Activators. 2.8% of 320,000 active. Potency, µM (titrated, usually from 9.22 µM), inactives show at the top dose activation, negative = inhibition, usual class: activators. Huh7 Rab9 promoter-luciferase reporter, luminescence, 24 h; note: potency is the fitted concentration of half-maximal effect; % of control where 0% means no effect; nearly all actives have a fitted effect of over 60% in size
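Cells were plated at 1500 per well in reduced-serum medium with 10% FBS and left 2 h. Compound in DMSO was then added for 24 h at 37 °C. Reporter signal was read by luminescence after 10 min with luciferase detection reagent.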
FLuc modulator: qHTS profiling assay for firefly luciferase inhibitor/activator using purifed enzyme and Km concentrations of substrates (counterscreen for miR-21 project); Luciferin 4-monooxygenase (Photinus pyralis), P08659; purified FLuc, Km substrates, luminescence inhibition; Potency, µM (doses to about 57.5 µM), for inactives: at the top dose activity change, negative = inhibition, most hits filed as inhibitors; 6.9% of 360,000 active; AID 588342, 2011;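 note: potency is the fitted concentration of half-maximal effect; plate controls were vehicle for no effect and reference inhibitor for full effect; nearly all actives have a fitted effect of over 55% in size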
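Purified P. pyralis luciferase (10nM final) with 10uM D-luciferin and 10uM ATP (Km levels) in 50mM Tris acetate pH 7.5, 10mM Mg acetate, 0.01% Tween-20, 0.05% BSA; qHTS 6-point titration, ~60 µM downward; luminescence read.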
ELG1 genotox: qHTS screen for small molecules that induce genotoxicity in human embryonic kidney (HEK293T) cells expressing luciferase-tagged ELG1; 1.3% of 330,000 active; HEK293T ELG1-luciferase reporter, luminescence, 16 h; Potency, µM (titrated, usually from 46 µM), for inactives: top-dose activity change, positive = activation, actives largely listed as activators; note: potency is the fitted concentration of half-maximal effect; % of control where 0% means no effect; nearly all actives have a fitted effect of over 60% in size
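Screening used a luciferase reporter fused to human ELG1 in HEK293T cells. Luminescence was read on a CCD plate imager after 16 hr exposure and 30 min ONE-Glo incubation.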
Numbers without * were called inactive; ? = inconclusive; . = no result given; [ ] = dose if it differs, or a comment. Unless noted, calls come from the whole dose curve; as a rule, active = well fitted curve in the direction sought with a large enough effect; inconclusive = small, poorly fitted or top-dose-only effect, or another doubt; inactive = no such curve, though single readings can be large; an effect the other way counts as inactive or inconclusive.

Values run as follows: BRCA1 expr up | VP16 counter | NPC1 prom act | Menin MLL FP TR | p53 reactivator | Giardia killer | RORgamma inh | PKM2 activator | Rab9 prom act | FLuc modulator | ELG1 genotox
> COc1cccc(OCc2cc(C3Nc4ccccc4C(=O)N3Cc3ccco3)ccc2OC)c1 (configuration not stated)
→ -50% | -8% | 0% | 18% | 9% | -1 | -30% | 7.9µM* | -3% | -3% | -6%
> N#C/C(=N/Nc1ccc(S(=O)(=O)N2CCOCC2)cc1)C(N)=O
→ -3% | 0% | -1% | 1% | 1% | -7 | -9% | 3% | -4% | -2% | 0%
> O=c1cc(-c2ccc(Cl)cc2)nc(N2CCN(c3ccccc3)CC2)[nH]1
→ -32% | 5% | 1% | 24% | 9% | 5 | 1% | 4%[11.5 µM] | -10% | 1% | ?
> CC(=O)Nc1ccc(NC(=O)C(C)OC(=O)c2ccc(N(C)C)cc2)cc1 (configuration not stated)
→ 1% | -13% | -1% | -4% | 0% | -12 | -7% | . | 6% | ? | -3%
> C/C(=N\NC(=O)Cc1ccc(Cl)c(Cl)c1)c1cccnc1
→ 14% | -25% | -4% | 4% | 0% | -3 | ? | 4% | 7% | 4% | -8%
> Cc1ccccc1NC(=O)CNc1ccccc1C(=O)NCc1ccco1
→ -8% | 22% | -2% | -1% | 6% | 3 | 21% | 4% | 0% | 1% | 3%
> COc1cccc(NC(=O)Cn2c(=O)c3c(ncn3Cc3ccccc3)n(Cc3ccccc3)c2=O)c1
→ -19% | -1% | -2% | -15% | -1% | -3 | 22% | -14% | -2% | -1% | 2%
> COc1ccc(OC)c(Nc2nc(N)nc(-c3cc4ccccc4o3)n2)c1
→ -18% | ? | -1% | ? | 9% | 26 | -6% | 2% | -5% | 7% | -3%
> CN1CCN(CCNC(=O)Nc2ccc(Cl)cc2)CC1
→ 23% | -7% | -1% | 9% | -3% | -1 | 0% | . | 10% | 3% | 3%
> CCOC(=O)C1CCCN(Cc2ccc(OCC)cc2)C1 (configuration not stated)
→ -5% | 0% | 4% | -3% | -2% | 15 | 13% | -11% | -2% | 0% | -8%
> CCn1c(N)nc2ccccc21
→ -6% | 19% | 0% | 5% | -4% | 10 | -18% | -2% | -1% | -13% | 4%
> Cc1cc(NC(=O)CSc2nc3c(sc4ccccc43)c(=O)n2CCCN2CCOCC2)n[nH]1
→ -88%[inhibitor] | -20% | 5% | 3% | 4% | 7 | -13% | -1% | -20% | 3% | 7%
> COc1cccc(OCc2cc(C(=O)N3CCC(c4ccncc4)CC3)no2)c1
→ -25% | ? | -22% | -16% | 14% | -11 | -32% | . | -25% | -3% | 3%
> CC(=O)n1cc(-c2ccncc2)c2ccccc21
→ 7% | -16% | -3% | -2% | -7% | -22 | -37% | 2% | -5% | -15% | 9%
> CN1CCN(S(=O)(=O)c2ccc3ccccc3c2)CC1
→ 17% | 4% | -3% | -11% | 2% | ? | -2% | -6% | -10% | 1% | -1%
> CS(=O)c1ccccc1-c1nc(-c2ccc(Cl)cc2)no1 (configuration not stated)
→ 11µM* | 7% | ? | ? | 4% | 7 | -23% | 3% | 9% | ? | ?
> CCN(CC)c1ccc(C2=NNC(=O)CC2C)cc1[N+](=O)[O-] (configuration not stated)
→ 1% | -3%[0.365 µM] | 1% | -10% | 2% | -22 | ? | 13% | 0% | -12% | 24%
> Clc1ccc(Cl)c(OCCCCN2CCNCC2)c1
→ -15% | -6% | 7% | -12% | . | -9 | -29% | 1%[11.5 µM] | -2% | -1% | -3%
> CCCc1cc(CNC(=O)C2CCC(=O)N(Cc3ccccc3OC)C2)on1 (configuration not stated)
→ 6% | 7% | 1% | -1% | -17% | 14 | 1% | 0% | -3% | 1% | 4%
> COc1cc(OC)cc(-c2oc3cccnc3c2C#CCCO)c1
→ 0% | 4% | 0% | -24% | . | -7 | -17% | 1% | -2% | -4% | 2%
> CCOc1ccccc1NC(=O)C1=C(C)NC(=S)NC1c1cccs1 (configuration not stated)
→ 34% | 20µM* | 12% | -28% | -10% | 23 | 6.3µM* | -17% | -2% | 3% | -3%
> O=C(c1cccc(Cl)c1)N1CCC(=O)N(C(COCc2ccccc2)Cc2ccccc2)CC1 (configuration not stated)
→ 0% | -3% | -9% | -6% | -2% | -13 | 29% | 7% | -2% | 0% | -2%
> CC(CCc1ccccc1)NC(=O)CSc1nnnn1C (configuration not stated)
→ -13% | 0% | 3% | 6% | 0% | -23 | 5%[10 µM] | 3% | 4% | -1% | 2%
> O=C(COc1ccc(NC(=O)c2ccccc2[N+](=O)[O-])cc1)c1ccc(F)cc1
→ -4% | -8% | 0% | ? | 16% | -17 | 19% | 0% | -8% | ? | -3%
> CC1(C)Cc2c(sc(NC(=O)c3ccc(S(=O)(=O)N4CCCC4)cc3)c2C#N)C(C)(C)N1
→ 18% | 0% | 1% | . | 11% | -6 | -2% | -2% | -4% | 3% | 1%
> Cc1ccc(OCC(O)Cn2c(N3CCCCC3)nc3c2c(=O)[nH]c(=O)n3C)cc1 (configuration not stated)
→ -3% | 6% | 0% | ? | -2% | -1 | 13% | . | 0% | -3% | -5%
> Cc1c(Cl)c(C(=O)N2CCCC2)nn1C
→ -6% | -6% | -7% | 3% | -8% | 1 | -2% | -2% | 3% | 0% | 4%
> Cc1ccc(NC(=S)NCCN(C2CCCCC2)C2CCCC2)cc1
→ -23% | -6%[10 µM] | -8% | ? | 8% | 5 | 11µM* | 2% | -6% | -2% | -9%
> COc1ccc(-n2c3c(cc(C(=O)NCC(=O)c4ccccc4)c2=O)C(=O)CC(C)(C)C3)cc1
→ -44% | 6% | 4% | . | 4% | 15 | 1% | 12% | 12% | -1% | 0%
> CCCCN(C)C(=O)C1CCN(C/C(C)=C/c2ccccc2)CC1
→ 2% | -2% | 0% | -5% | 4% | 5 | -1% | -3% | 3% | 1% | -2%
> C=CCn1c(CCc2ccccc2)nnc1SCC(=O)OC
→ 26% | . | -4% | 0% | . | -12 | . | 2% | -3% | 4% | 1%
> Cc1cc(=O)oc2ccc(OC(=O)CC(C)C)cc12
→ 0% | 8% | -1% | -3% | 1% | -2 | 14% | 0% | -2% | 5% | 6%
> C/C(CC(=O)Nc1cccc(Cl)c1)=N\NC(=O)Cc1ccc(Cl)cc1
→ 2% | ? | 1% | -2% | -8% | 4 | ? | -1% | -7% | 1% | -1%
> CCN(CC)S(=O)(=O)c1ccc(N2CCOCC2)c(NC(=O)Cc2cccc3ccccc23)c1
→ -24% | -3% | -1% | 0% | -7% | 10 | 42% | -3% | 0% | -17% | -2%
> Cc1ccc(C(=O)c2cc(C)sc2NC(=O)CN2CCN(C(=O)c3ccco3)CC2)cc1
→ -72% | ? | 0% | ? | 9% | -5 | -19% | 7% | -3% | 4% | -14%
> CCOc1ccc(OCC(O)CN2CCN(S(=O)(=O)c3cccc(C(F)(F)F)c3)CC2)cc1 (configuration not stated)
→ -43% | 6% | -1% | 8% | -5% | -4 | 25% | . | -12% | 1% | -9%
> COc1ccccc1NC(=S)Nc1cccc(F)c1
→ 7% | -8% | -5% | 0% | 24% | 11 | -15% | 0% | 0% | -3% | 0%
> CCN1CCN(C(=O)NC2CC(=O)N(c3ccc(OC)cc3)C2)CC1 (configuration not stated)
→ -8% | -8% | -5% | 0% | 6% | -24 | 0% | 2% | 1% | 0% | 17%
> O=C(/C=C/c1ccco1)Nc1ccc(S(=O)(=O)N2CCOCC2)cc1
→ -21% | -11% | -2% | ? | -1% | -15 | 9% | 4% | -8% | 3% | 4%
> Cn1cccc1C(C(=O)NC1CCCCC1)N(C(=O)Cc1cccs1)C1CC1 (configuration not stated)
→ -20% | -4% | 0% | -14% | -9% | 6 | ? | -18% | -4% | 2% | -8%
> CN(CC(=O)N1CCCCCC1)S(=O)(=O)c1ccccc1
→ 61% | -1% | 3.2µM* | -2% | ? | -22 | 0% | 3%[11.5 µM] | ? | ? | ?
> CCOc1cc(S(=O)(=O)NCc2ccncc2)c(C)cc1C
→ -9% | ? | -14% | -14% | 2% | -8 | ? | 0% | -18% | 0% | -2%

Some of the compounds tested. The share of hits here may be higher or lower than overall.
